Screening data from PubChem.
MazEF act = activators of E. coli MazEF toxin-antitoxin RNase, primary screen, biochemical, fluorescence, uHTS; activation, % at 20 µM; FAM/BHQ RNA-DNA oligo cleavage fluorescence, 5 h; AID 504720, 2011; actives 0.32% (n = 350,000); in the data active = activation above about 50%
Target sequence (P0AE70 whole entry, looked up): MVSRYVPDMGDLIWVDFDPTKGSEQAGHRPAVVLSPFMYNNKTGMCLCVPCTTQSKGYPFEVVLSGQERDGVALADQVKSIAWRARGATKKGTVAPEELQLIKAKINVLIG
VHR inh abs = VHR1 phosphatase inhibitors, primary screen, biochemical, absorbance, uHTS. recombinant VHR phosphatase, pNPP absorbance. inhibition, % at 13.3 µM. actives 0.52% (n = 290,000); in the data active = inhibition above about 50%; note: some compounds called inactive have numbers as strong as hits
PfHsp40 yeast = rescue of yeast from PfHsp40 toxicity, primary screen, S. cerevisiae, ATP luminescence | S. cerevisiae expressing PfHsp40, growth rescue | growth rescue, % at 12.5 µM | actives 0.68% (n = 340,000); in the data active = growth rescue above about 28%, passing the limit was not always enough; inconclusive = no clear call, values can overlap the other calls;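 note: yeast W303a lacking pdr1 and pdr3 grown in galactose medium; growth measured after three days at 30 °C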
Rv3671c protease = Rv3671c serine protease inhibitors, primary screen, biochemical, fluorescence polarization, M. tuberculosis H37Rv; inhibition, % at 5.96 µM; P9WHR9; actives 0.048% (n = 320,000); in the data active = inhibition above about 38%;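 note: extracellular domain of Rv3671c used as enzyme; 0% = enzyme with DMSO and 100% = no enzyme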
Anthrax LF prot = Bacillus anthracis LF protease inhibitors, primary screen, biochemical, multiplex microsphere, MLPCN library; AID 588501, 2011; Lethal factor (Bacillus anthracis), P15917; inhibition, % at 10 µM; multiplex microsphere protease cleavage assay; actives 0.12% (n = 360,000); in the data active = inhibition above about 30%; inconclusive = no clear call, values can overlap the other calls; note: plate controls were buffer without enzyme for full effect and enzyme alone for no effect
Target sequence (P15917 whole entry, looked up): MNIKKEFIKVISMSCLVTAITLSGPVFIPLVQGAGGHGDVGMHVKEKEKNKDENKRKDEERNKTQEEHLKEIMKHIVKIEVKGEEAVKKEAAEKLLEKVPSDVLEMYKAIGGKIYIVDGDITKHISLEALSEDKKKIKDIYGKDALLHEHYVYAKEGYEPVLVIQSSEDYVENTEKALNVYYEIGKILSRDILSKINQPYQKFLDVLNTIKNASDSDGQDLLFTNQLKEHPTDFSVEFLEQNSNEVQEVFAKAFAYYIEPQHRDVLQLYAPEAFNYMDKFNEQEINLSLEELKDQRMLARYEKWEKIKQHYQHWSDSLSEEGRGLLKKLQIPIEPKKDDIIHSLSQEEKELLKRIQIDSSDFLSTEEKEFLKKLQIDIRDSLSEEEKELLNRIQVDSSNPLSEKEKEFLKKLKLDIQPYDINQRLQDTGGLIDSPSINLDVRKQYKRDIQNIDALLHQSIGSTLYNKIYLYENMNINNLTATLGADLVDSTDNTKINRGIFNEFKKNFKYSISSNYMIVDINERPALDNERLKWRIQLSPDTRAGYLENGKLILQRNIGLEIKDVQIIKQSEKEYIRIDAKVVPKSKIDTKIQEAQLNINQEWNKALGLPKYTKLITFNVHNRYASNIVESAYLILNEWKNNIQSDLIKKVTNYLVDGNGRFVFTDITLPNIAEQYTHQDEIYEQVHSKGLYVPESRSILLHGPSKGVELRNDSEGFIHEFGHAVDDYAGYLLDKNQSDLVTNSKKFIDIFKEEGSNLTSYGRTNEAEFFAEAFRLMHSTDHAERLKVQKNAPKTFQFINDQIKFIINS
SARS 3CLpro inh = SARS-CoV 3CLpro protease inhibitors, primary screen, biochemical, quenched FRET | actives 0.14% (n = 290,000) | inhibition, % at 6 µM | recombinant SARS-CoV 3CLpro, quenched FRET peptide cleavage | AID 1706, 2009 | Replicase polyprotein 1ab (Severe acute respiratory syndrome coronavirus), P0C6X7; in the data active = inhibition above about 12%
SSB-PriA inh = inhibitors of Klebsiella pneumoniae PriA binding to SSB C-terminal tail, primary screen, biochemical, AlphaScreen; AlphaScreen SSBct-PriA binding, biotinylated peptide; inhibition, % at 33 µM; actives 0.6% (n = 430,000); AID 1272365, 2023; in the data active = inhibition mostly above about 37%, no sharp cut-off; inactive = mostly below about 20%;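 note: plate controls were negative control peptide for no effect and reference peptide for full effect; strong numbers were not always called active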
Y pestis TopoI = Yersinia pestis topoisomerase I inhibitors, primary screen, biochemical, cleavage product accumulation, plate reader, single point. DNA topoisomerase I (Yersinia pestis CO92). Y. pestis Topo-I cleavage product accumulation. activity, % at 10 µM. actives 0.064% (n = 360,000). AID 504884, 2011; in the data active = activity above about 50%, passing the limit was not always enough; inconclusive = no clear call, values can overlap the other calls; note: inactives centre near 2
BH1578 lux ind = inducers of Vibrio cholerae quorum light production without autoinducers, primary screen, BH1578 luxS cqsA deficient, single point; activation, % at 18.7 µM; actives 0.16% (n = 350,000); V. cholerae BH1578 lux reporter, luminescence, 6 h; AID 588436, 2011; in the data active = activation mostly above about 9.7%, no sharp cut-off; inconclusive = no clear call, values can overlap the other calls; inactive = mostly below about 3.7%; note: not every result past the cut was called active; inactives centre near 0; reference of the scale not given here
TcdB inh = TcdB glycohydrolase inhibitors, primary screen, biochemical, single point, plate reader | actives 0.24% (n = 350,000) | TcdB glycohydrolase enzymatic assay | Toxin B (Clostridioides difficile), P18177 | inhibition, % at 9.99 µM; in the data active = inhibition above about 10%
* = called active by the depositor; i = inactive; ? = inconclusive; / = not tested or not shown.

SMILES	MazEF act	VHR inh abs	PfHsp40 yeast	Rv3671c protease	Anthrax LF prot	SARS 3CLpro inh	SSB-PriA inh	Y pestis TopoI	BH1578 lux ind	TcdB inh
CC(=O)N1N=C(c2ccco2)CC1c1ccc(C)cc1 (stereo not given)	-11	2	-1.3	1	-3	-2	6	-2	-0.7	/
CC(=O)N1CCN(c2ccc(S(C)(=O)=O)cc2[N+](=O)[O-])CC1	2	-9	0.0	0	2	-2	-7	-5	-2.7	11*
COC(=O)Cn1cc(C(=O)c2ccccc2F)c2ccccc21	-16	21	-0.2	/	-5	0	-4	-9	-0.2	-1.6
COc1cc(F)ccc1-c1csc(C(NC(C)=O)c2ccc(F)c(F)c2)n1 (stereo not given)	/	/	/	/	0	/	/	4	i	-0.2
COc1cc(C(=O)N2CCN(C(=O)C3CCCO3)CC2)cc(OC)c1OC (stereo not given)	8	/	0.4	-6	4	/	-20	1	0.6	0.5
COc1cc(Br)cc2cc(C(=O)N3CCN(C(=O)c4ccco4)CC3)c(=O)oc12	9	16	-1.5	4	-7	0	9	-1	i	/
Cc1cc2c(=O)n(Cc3ccco3)c(SCC(=O)c3ccc(Cl)s3)nc2s1	-25	3	-1.2	-4	-4	-2	-1	18	i	/
OC[C@@H]1CN(Cc2ccccc2)C[C@H](n2cnc3c(N4CCCC4)ncnc32)O1	/	/	/	/	-5	/	/	6	-0.2	2.2
Cc1cc(C)c(C#N)c(Nc2ccc3c(c2)OCCO3)n1	5	21	0.1	-3	-7	-1	-1	8	-0.1	-0.3
COc1ccc(-n2c(Cn3c(=O)sc4ccccc43)nnc2SCC(=O)N2CCCC2)cc1	3	50*	-0.4	12	-2	1	-4	3	-0.4	0.2
O=C(C1CC1)N1CCc2cc(Br)cc(S(=O)(=O)N3CCCCCC3)c21	0	-18	0.8	-4	3	-1	-3	43	i	/
Fc1ccccc1COc1ccc(/C=N/NC(=S)NCc2ccccc2)cc1	0	-5	-0.5	7	-4	5	/	0	-0.3	/
COc1ccc(-n2c(SCc3ccc([N+](=O)[O-])cc3)nnc2-c2ccc(C)cc2)cc1	1	7	1.7	-9	-2	-1	-4	2	-0.3	0.5
O=C1NC(=Nc2ccc(O)cc2)S/C1=C/c1ccco1	16	22	0.1	-4	-1	-1	1	3	-0.2	2.6
Cc1nc(C)c(C(=O)OCC(=O)Nc2ccc(C)c(C)c2)s1	-1	/	/	/	-2	/	/	-3	i	0.6
CCOC(=O)C1CCCN(C(=O)c2ccc(C)c(S(=O)(=O)N3CCCCC3)c2)C1 (stereo not given)	-3	/	1.4	2	0	/	2	4	-0.3	0.8
Cc1ccc(NC(=S)NCC(O)c2ccccc2)c(C)c1 (stereo not given)	-1	9	-0.2	5	0	-3	-7	-1	-0.7	0.0
O=C(Nc1ccc2c(c1)OCO2)c1cccc(F)c1	5	32	-1.3	3	2	0	-2	-5	-0.3	/
CN/C(=C/[N+](=O)[O-])NCCSCc1csc(CN(C)C)n1	-6	/	-1.6	-5	3	/	-10	-4	i	1.3
C[C@H](NC(=O)c1ccco1)C(=O)Nc1cccc([N+](=O)[O-])c1	8	14	-0.4	3	1	0	-6	2	-0.5	1.8
O=C(COC(=O)c1cc(Br)ccc1O)NC1CCCCCC1	-5	/	-1.7	-6	1	/	-7	2	0.3	3.3
Cc1cccc(N2CCN(Cc3ccoc3)CC2)c1C	-3	8	1.1	4	-3	0	8	7	i	1.7
COc1ccc(S(=O)(=O)N2CCN(CC(=O)NC3CC3)CC2)cc1	4	29	0.4	-7	-5	1	-13	20	0.0	0.1
Cc1cc(C)nc(NNC2=CC(=[N+]3CCCC3)CCC2)n1	8	2	-0.5	-1	-8	1	1	1	1.4	-5.7
OCCC1CN(CC(c2ccccc2)c2ccccc2)CCN1C1CCCC1 (stereo not given)	16	8	0.1	3	-1	2	5	7	-0.6	0.3

Additional compounds.
SMILES	MazEF act	VHR inh abs	PfHsp40 yeast	Rv3671c protease	Anthrax LF prot	SARS 3CLpro inh	SSB-PriA inh	Y pestis TopoI	BH1578 lux ind	TcdB inh
CCOc1cc(N2CCOCC2)c(OCC)cc1NC(=O)CSc1n[nH]c(N)n1	-7	16	0.1	-4	0	2	-21	-2	-0.3	-13
N#Cc1c(SCC(N)=O)nc(-c2ccccc2)c2c1CCCC2	-1	25	0.3	-1	-7	3	-9	28	/	/
COC(=O)c1sc2ncn(CC(=O)N(C)C3CCCCC3)c(=O)c2c1C	10	29	0.3	6	-10	-1	5	2	1.5	1.8
CCOc1ccc(N(CC(=O)OC)S(=O)(=O)c2ccc(OC)c(OC)c2)cc1	0	-5	0.2	-7	4	-1	-2	5	/	/
COc1cc(OC)cc(C(=O)Nc2nnc(Cc3ccc(OC)c(OC)c3)s2)c1	11	21	0.4	-2	-2	3	0	0	-2.2	1.4
COc1ccccc1NC(=O)c1ccc(S(=O)(=O)N2CCCC(C)C2)cc1 (stereo not given)	7	22	?	-11	-3	-1	-11	22	-0.5	-0.2
O=C(CNC(=O)c1cccc(Br)c1)N/N=C/c1ccc[nH]1	4	6	-0.6	0	-5	5	/	-10	1.9	0.2
COC(=O)[C@@]1(Cc2ccc(F)cc2)[C@H]2c3cc(C(=O)N4CCCC4)n(Cc4ccc(C(F)(F)F)nc4)c3C[C@H]2CN1C(=O)c1ccccc1	-4	-7	/	-8	/	5	8	/	/	3.7
O=C(NCCn1ccc2ccccc21)c1ccc(S(=O)(=O)N2CCOCC2)cc1	8	5	-0.6	6	25	/	2	6	-0.4	-0.3
COc1cccc(NC(=O)c2ccc3nc(C)sc3c2)c1	-7	12	5.6	-3	-6	2	-12	-1	-0.8	1.6
O=C(c1cc(-c2ccccc2)nc2ccccc12)N1CCN(c2ccccn2)CC1	0	17	1.2	-6	2	-3	2	17	i	/
Cc1ccc(OCC(=O)N/N=C/c2cn(Cc3ccccc3)c3ccccc23)cc1	-4	5	0.6	15	-1	-3	/	-5	-0.3	0.8
COc1ccc(S(=O)(=O)Nc2ccccc2SC)cc1C	3	-15	-0.6	11	-1	0	-19	0	i	/
COc1ccc(NC2CCCN(C(=O)c3c(C)noc3C)C2)cc1 (stereo not given)	7	21	-1.7	0	-1	-5	-7	-4	-0.1	1.4
Cc1ccc(S(=O)(=O)N(C)c2ccc(OCC(=O)OCc3ccc(C#N)cc3)cc2)cc1	-5	/	-0.4	-6	-9	/	-13	23	i	1.5
CC1CCCC(NC(=S)NC(=O)c2cncc(Br)c2)C1C (stereo not given)	-3	-11	2.7	-4	-2	-5	-7	6	-0.3	2.9
CN1C(=O)N(CC(=O)Nc2ccc3c(c2)OCO3)C(=O)C12CCCCC2	6	/	/	/	1	/	/	-11	-0.5	0.3
CCN1CCN(CCNC(=O)C2CCCN(Cc3nc(-c4cccc(Cl)c4)oc3C)C2)CC1 (stereo not given)	3	27	-0.9	-3	-8	5	-7	-4	-0.9	1.5
Cc1ccc(S(=O)(=O)n2nc(C)cc2C)cc1	-17	16	-0.4	-11	-10	-4	-6	-2	-0.4	/
O=C(C1CCC1)N1CCc2cc(S(=O)(=O)NCc3ccccn3)ccc21	3	-4	0.8	3	-1	0	-13	-7	-1.7	/
COc1ccc(S(=O)(=O)Nc2ccc(C(F)(F)F)cc2)cc1OC	5	-11	-0.4	-5	6	5	-12	7	-9.1	/
N#Cc1c2n(c3c(=S)nc[nH]c13)CCCCC2	5	14	-0.6	5	0	4	7	3	-2.2	/
O=C(CCC1CCCCC1)NCCN1C2=NC[C@@H](Cc3ccccc3)N2C[C@H]1Cc1ccc(O)cc1	21	14	0.0	-1	0	-1	/	2	-0.5	-0.1
CC1CCCCC12NC(=O)N(CC(=O)Nc1ccccc1-c1ccccc1)C2=O (stereo not given)	3	-14	-0.5	-2	-3	5	1	-10	-0.2	0.4
Cc1ccnc2nc(C(=O)Nc3nccs3)nn12	-7	11	-0.8	-10	-2	4	-6	2	-0.8	/

Further compounds:
SMILES	MazEF act	VHR inh abs	PfHsp40 yeast	Rv3671c protease	Anthrax LF prot	SARS 3CLpro inh	SSB-PriA inh	Y pestis TopoI	BH1578 lux ind	TcdB inh
COC(=O)C1=C(C)NC(C)=C(C(=O)OC)C1c1ccccc1OCc1c(C)no[n+]1[O-]	11	8	-0.1	-7	3	-3	-11	4	1.5	/
CCOC(=O)C(NC(C)=O)(N1CCc2ccccc2C1)C(F)(F)F (stereo not given)	0	11	-1.1	7	-1	-7	-10	5	i	/
CC(C)(C)C(=O)N1CCC[C@@]1(CO)C(=O)O	4	5	-0.2	-1	0	4	-6	-3	0.6	/
O=C(NC1CCCC1)C(c1cccnc1)N(C(=O)c1csnn1)C1CCCC1 (stereo not given)	5	12	0.0	6	3	-1	-8	1	-3.4	/
Cc1ccc(Oc2ccccc2/C=N/O)cc1	6	-8	-0.8	-2	-2	2	/	10	-0.3	/
CC1CCCCN1C(=O)COC(=O)c1cc(-c2cccs2)nn1-c1ccccc1 (stereo not given)	-3	/	0.4	-4	-1	/	-2	22	-0.3	0.5
COC(=O)[C@@H](Cc1c[nH]c2ccccc12)NC(=O)c1cc(=O)[nH]c2ccccc12	5	22	-0.1	0	-5	14*	8	1	-0.4	1.5
CSCCC(NC(=O)c1cccc(C)c1)C(=O)NNC(=O)c1cccs1 (stereo not given)	5	/	0.9	-12	/	/	-3	2	i	1.0
COc1ccc(C(=O)NNC2=C(C(=O)C(F)(F)F)CCC2)cc1	1	-15	0.8	-7	/	-3	-7	-3	-0.6	-0.8
CC1CC(C)CN(C(=O)c2cccc(S(=O)(=O)N3c4ccccc4CC3C)c2)C1 (stereo not given)	-2	/	2.1	/	-3	/	1	3	-0.5	2.3
O=C(Cc1cccc2ccccc12)N/N=C/c1ccc(OC(=O)/C=C/c2ccco2)cc1	17	20	3.3	-17	-1	0	/	31	i	/
Cc1cccn2c(=O)c3cc(C(=O)NCCN4CCOCC4)c(=N)n(CCN4CCOCC4)c3nc12	7	18	-0.1	-3	-1	-2	-6	-3	-0.1	1.5
CCOC(=O)c1c(NC(=O)COC(=O)c2ccncc2)sc(C)c1C	6	-3	-1.4	-6	-1	0	-13	1	-0.1	0.5
O=C1NC(=O)C2(Cc3ccccc3N3CCCC32)C(=O)N1c1ccccc1 (stereo not given)	2	10	0.4	-9	-1	-1	-2	11	5.0	/
Cc1ccc(CC(=O)NCc2ccc(Cl)cc2)cc1	1	10	-0.1	9	0	5	-1	1	i	/
Cc1ccc(Nc2ccc([N+](=O)[O-])cn2)cc1Cl	18	-14	0.5	/	-6	1	-12	-4	0.7	0.2

Record cards (already shown). Screens in order: MazEF act, VHR inh abs, PfHsp40 yeast, Rv3671c protease, Anthrax LF prot, SARS 3CLpro inh, SSB-PriA inh, Y pestis TopoI, BH1578 lux ind, TcdB inh
Cc1ccc(Nc2ccc([N+](=O)[O-])cn2)cc1Cl is listed as 18, -14, 0.5, /, -6, 1, -12, -4, 0.7, 0.2
CC1CC(C)CN(C(=O)c2cccc(S(=O)(=O)N3c4ccccc4CC3C)c2)C1 (stereo not given) is listed as -2, /, 2.1, /, -3, /, 1, 3, -0.5, 2.3
O=C(NC1CCCC1)C(c1cccnc1)N(C(=O)c1csnn1)C1CCCC1 (stereo not given) is listed as 5, 12, 0.0, 6, 3, -1, -8, 1, -3.4, /

Not all compounds are listed; rates above refer to the full screens.
